Dyrk1A ADPGlo: rat Dyrk1A kinase inhibitors, primary screen, biochemical, single point, plate reader; Dual specificity tyrosine-phosphorylation-regulated kinase 1A (Rattus norvegicus), Q63470; ADP-Glo luminescence, NFATc1 peptide; inhibition, % at 12.5 µM; 310,000 compounds, 0.43% hits; AID 504441, 2011; in the data active = inhibition above about 50%;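 also: plate controls were vehicle with enzyme for no effect and no enzyme for full effect; many of its hits are not listed in these tables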
KCNK3 inh: human KCNK3 channel inhibitors, primary screen, CHO cells, FluxOR thallium flux, B-score; Potassium channel subfamily K member 3 (Homo sapiens), O14649; FluxOR fluorescence; active compounds read low; B-score at 10 µM; 340,000 compounds, 0.84% hits;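 active = B-score under library mean minus 4 SD, starting fluorescence ratio at most library mean plus 5 SD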;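 also: more negative B-score means stronger inhibition of thallium flux through KCNK3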
Target sequence (O14649 whole entry, looked up): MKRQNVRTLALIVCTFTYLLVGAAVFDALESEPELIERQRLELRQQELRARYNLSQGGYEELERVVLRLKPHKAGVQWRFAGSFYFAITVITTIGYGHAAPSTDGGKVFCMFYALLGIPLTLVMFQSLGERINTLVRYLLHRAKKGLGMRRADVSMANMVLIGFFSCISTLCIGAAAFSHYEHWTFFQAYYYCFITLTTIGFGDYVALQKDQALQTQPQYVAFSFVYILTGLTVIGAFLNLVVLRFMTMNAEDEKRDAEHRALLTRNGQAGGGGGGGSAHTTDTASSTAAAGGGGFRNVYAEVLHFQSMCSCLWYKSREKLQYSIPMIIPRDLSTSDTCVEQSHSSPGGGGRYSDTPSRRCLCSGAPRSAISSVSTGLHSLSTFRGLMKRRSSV
* hit, by the source's call; i = inactive. An excerpt (hit frequency here may not be typical).

Molecule,Dyrk1A ADPGlo,KCNK3 inh
CN(Cc1ccccc1)C(=O)c1ccc(NC(=O)Cc2cccc(NC(=O)C3CCN(C(=O)C4CCCC4)CC3)c2)cc1,-14,i
COc1ccc([C@H]2CC(=O)C=C(c3cc(C=O)ccc3OC)C2)cc1OC,0,i
Cc1cc(OCc2cccc(S(=O)(=O)N3CCOCC3)c2)ccc1Cl,11,-9.6*
C[C@@H](CN1CCC(Cc2ccccc2)CC1)[C@@H](O)c1ccc(O)cc1,1,i
Cc1nn(Cc2ccccc2)c(C)c1C(=O)N1CCN(CC(=O)Nc2ccc(F)cc2)CC1,-1,i
O=C(Nc1ccc(Cl)c(S(=O)(=O)N2CCOCC2)c1)c1n[nH]c(=O)c2ccccc12,-4,i
O=c1[nH]cnc(O)c1Nc1cccc(Cl)c1,-1,i
Cc1cccc(NC(=O)CNC(=O)Cn2ncc(Cl)c(Cl)c2=O)c1C,0,i
Cc1ccc(C(=O)NCC(=O)OC2CCCCC2=O)cc1C (stereo not drawn),0,i
Cc1ccccc1-n1c(SCC(=O)NC2CCS(=O)(=O)C2)nc2ccccc2c1=O (stereo not drawn),-11,i
CC(=O)C[C@@H](O)CC(=O)[C@H]1OC(=O)[C@@H](C)C/C=C\Cc2ccccc21,-2,i
Cc1ccc(O)c(C(=O)C=Cc2ccccc2)c1,-6,i
O=C(Cc1ccc(S(=O)(=O)N2CCOCC2)s1)Nc1cc(Cl)ccc1Cl,6,i
NC(=O)NC(CC(=O)NNC(=O)c1cccs1)c1ccc(Cl)cc1 (stereo not drawn),-1,i
Cc1ccc(CN(C)C(=O)c2ccc(S(=O)(=O)N(C)c3ccccc3)cc2)o1,8,i
CCOC(=O)CNC(=O)CSc1nnc(Cn2c(=O)sc3ccccc32)n1-c1ccccc1C,3,i
CC(=O)c1ccc(S(=O)(=O)N2CCN(C(=O)c3ccc(COc4ccccc4)o3)CC2)cc1,3,i
COC(=O)C1=C(C)NC(C)=C(C(=O)OC)C1C(=O)OCC(=O)N1CCCCC1C (stereo not drawn),7,i
O=C(CN1C(=O)NC2(CCCCCCC2)C1=O)NCc1ccccc1Cl,0,i
O=C(Nc1ccc(Cl)c(S(=O)(=O)N2CCCC2)c1)c1nn(CCO)c(=O)c2ccccc12,1,i
CNC[C@H]1Oc2c(NS(=O)(=O)c3ccc(OC)cc3)cccc2C(=O)N([C@H](C)CO)C[C@@H]1C,2,i
Cc1ccc(NC(=O)C(c2ccccc2)N2CCN(CC(=O)N3CCOCC3)CC2)cc1 (stereo not drawn),8,i
COc1ccc(S(=O)(=O)Nc2ccc3c(c2)C(=O)N([C@H](C)CO)C[C@H](C)[C@@H](CN(C)C(=O)Nc2ccc4c(c2)OCO4)O3)cc1,3,i
O=C(O)C1CC=CCC1C(=O)N1CCN(c2nc(-c3ccccc3Cl)c3cc(Br)ccc3n2)CC1 (stereo not drawn),7,i
CCOC(=O)c1nnn(-c2ccc(OC)cc2)c1N,15,i
NCc1ccccc1,5,i
COc1ccc(C2(c3ccc(OC)cc3)NC(=O)N(CC(=O)NC3(C#N)CCCCC3)C2=O)cc1,10,i
Cc1cc(C(=O)Nc2cccc(S(=O)(=O)N3CCCC3)c2)c2ccccc2n1,-1,i
O=C1CCCC/C=C\C[C@H](CC(=O)N(CCO)Cc2ccccc2)C(=O)N[C@@H](c2ccccc2)CO1,0,i
O=C(CSc1nnc(Cn2c(=O)sc3ccccc32)n1CCc1ccccc1)N1CCOCC1,4,i
O=C(/C=C\Nc1ccccn1)c1ccc(Cl)cc1,2,i
CCN(CC)Cc1cc(Nc2c3ccccc3nc3c4ccccc4n(C)c23)cc(CN(CC)CC)c1O,2,i

Full records, quoted from the list. Order of screens: Dyrk1A ADPGlo	KCNK3 inh
CCOC(=O)c1nnn(-c2ccc(OC)cc2)c1N in the list: 15	i
O=C(CN1C(=O)NC2(CCCCCCC2)C1=O)NCc1ccccc1Cl in the list: 0	i
O=C1CCCC/C=C\C[C@H](CC(=O)N(CCO)Cc2ccccc2)C(=O)N[C@@H](c2ccccc2)CO1 in the list: 0	i
O=C(/C=C\Nc1ccccn1)c1ccc(Cl)cc1 in the list: 2	i
O=C(Nc1ccc(Cl)c(S(=O)(=O)N2CCOCC2)c1)c1n[nH]c(=O)c2ccccc12 in the list: -4	i

Continuation:
Molecule,Dyrk1A ADPGlo,KCNK3 inh
CCN(CC(=O)Nc1cc(Cl)ccc1C)C(=O)c1ccc(N2CCCC2=O)cc1,1,i
CCOC(=O)[C@H]1[C@H]2COc3cc(OC)ccc3[C@@H]2N2C(=O)CN(Cc3ccccc3)C(=O)[C@@]12C,9,i
CC1(C)NC(=O)N(c2ccc([N+](=O)[O-])c(C(F)(F)F)c2)C1=O,2,i
CCN(C(=O)CO/N=C/c1ccc(OC)cc1OC)c1c(N)n(Cc2ccccc2)c(=O)[nH]c1=O,-1,i
CCC(C)(C)n1nnnc1C(c1cc2ccc(OC)cc2[nH]c1=O)N1CCN(C2CCCCC2)CC1 (stereo not drawn),12,i
Cc1ccc(NC(=O)COC(=O)c2cc(=O)c3cc(F)ccc3o2)cc1,2,i
O=C(O)C1CCN(C(=O)CSc2nnc3ccccn23)CC1,-1,i
COc1ccc(CNC(=O)CN2C(=O)NC3(CCCCCC3)C2=O)cc1,-4,i
O=[N+]([O-])c1ccc(NN=Cc2cccc3ccccc23)cc1,1,i
O=C1OC2(c3ccccc31)c1ccccc1-c1ccccc12,4,i
CC(C)CC(=O)c1c(O)c(C=O)c(O)c2c1O[C@@]1(C)[C@@H](C2)C[C@H]2C[C@@H]1C2(C)C,13,i
O=C(COC(=O)c1ccc(Br)o1)NC12CC3CC(CC(C3)C1)C2,6,i
Cc1ccc(CONC(=O)c2ccc(Cl)cc2)cc1,5,i
O=C(OCCCc1cc2ccccc2c(=O)o1)c1ccc2c(c1)OCO2,8,i
CC[C@H](C)[C@H](NC(=O)OCc1ccccc1)C(=O)OCC(=O)N1CCN(c2ccc(OC)cc2)CC1,-4,i
COc1cccc(NC(=O)C2CC(=O)N(Cc3ccco3)C2)c1 (stereo not drawn),5,i
O=C(CC(CC(=O)c1ccccc1)c1ccccn1)c1ccccc1,4,i
CCC(c1nnc(SCC(=O)Nc2cc(C)on2)o1)N(C)C (stereo not drawn),2,i
NC(=O)c1ccc(NC(=O)COC(=O)c2ccc(Cl)nc2)cc1,1,i
O=C(O)c1cccc2sc3cc(Cl)ccc3c(=O)c12,8,i
O=C(NCc1cccnc1)c1cccc(S(=O)(=O)Nc2cccc(Cl)c2)c1,-3,i
O=C(O)/C=C1\CCCc2ccccc2C1O (stereo not drawn),-6,i
O=C(O)c1cccnc1C(=O)O,10,i
Cc1cc(NC(=O)CSc2ncc(C(F)(F)F)cc2Cl)no1,-4,i
COc1cc2cnc(-c3ccsc3)c(-c3ccc(F)cc3)c2cc1OC,-10,i
O=C(COc1ccccc1Br)N1CCNC1=O,1,i
COc1ccc(/C(N)=N/OC(=O)CN(C)S(=O)(=O)c2ccccc2)cc1,-1,i
Cc1cccc2nc(C(=O)Nc3cccc(C(=O)NC4CC4)c3)cn12,1,i
O=C(Cc1ccc(NC(=O)C2CCCN(C(=O)CCc3ccccc3)C2)cc1)Nc1cccc(C(=O)N2CCCCC2)c1 (stereo not drawn),0,i
CCN(c1cccc2ccccc12)S(=O)(=O)c1cccs1,3,i
CCOP(=O)(OCC)c1ccc2ccc3ccccc3c(=O)c2c1,11,i
OC[C@H]1OC(O)[C@H](O)[C@@H]1O (stereo partly drawn),-10,i
CCOC(=O)c1cc2oc(C(c3nnnn3C3CCCCC3)N3CCOCC3)cc2[nH]1 (stereo not drawn),-1,i
O=C(CSc1nnnn1-c1ccc(Cl)cc1)N1CCNC1=O,-2,i
CSCCC(NC(=O)c1ccco1)C(=O)NNC(=O)c1n[nH]c(=O)c2ccccc12 (stereo not drawn),2,i
Cc1nnc(SCC(=O)NNC(=O)c2ccc(F)cc2)n1Cc1ccccc1,-3,i
CCN1C(=O)[C@H]2[C@H]3CN=C(SCc4ccc(Cl)cc4)N3[C@@](CC)(C(=O)OC)[C@H]2C1=O,-4,i
[N-]=[N+]=CC(=O)c1ccnc(C(=O)C=[N+]=[N-])c1,-1,i
CCOC(=O)c1c(NC(=O)Cn2nnc(-c3ccc(Cl)cc3)n2)sc(CC)c1C,0,i
CCC(C)C(N)C(=O)N1CCCC1C(=O)NC(C(=O)O)C(C)CC (stereo not drawn),-3,i

(more compounds)
Below each SMILES – Dyrk1A ADPGlo	KCNK3 inh
> Cc1c(Cl)cnc(NC(=O)COC(=O)c2cccs2)c1Cl
 : 0	i
> Cc1nn(CC(=O)NC2(C#N)CCCCC2)c(C)c1[N+](=O)[O-]
 : -3	i
> CC(NC(=O)CN(C)S(=O)(=O)c1ccc(F)cc1)C1CC2CCC1C2 (stereo not drawn)
 : -3	i
> CCCN(CC(=O)Nc1ccccc1OC)C(=O)c1ccc2ncsc2c1
 : 5	i
> Cc1ccccc1N1C(=O)C2CCCN2C1=S (stereo not drawn)
 : 9	i
> O=C(C[n+]1ccccc1)N/N=C/c1cc(Br)ccc1F
 : 4	i
> CC1CN(C(=O)CNC(=O)COc2ccccc2)CC(C)O1 (stereo not drawn)
 : 6	i
> c1ccc2c(c1)CNc1ccccc1-2
 : 3	i
> O=C(OCC(=O)N1CCc2ccccc21)c1cc(S(=O)(=O)N2CCOCC2)ccc1F
 : 12	i
> CCn1c(SCc2cc(=O)[nH]c3ccccc23)nc2c1c(=O)n(C)c(=O)n2C
 : 2	i
> Cc1onc(-c2ccccc2Cl)c1C(=O)Nc1nn[nH]n1
 : -6	i
> COc1cccc(NC(=O)c2ccccc2-c2nc(-c3ccc(Cl)cc3)no2)c1
 : -5	i
> COc1ccc(-c2nc(N)nc(C)c2Oc2ccccc2Br)c(O)c1
 : 24	i
> C[C@H](CO)N1C[C@H](C)[C@@H](CN(C)S(=O)(=O)c2ccccc2)Oc2c(NS(=O)(=O)c3ccccc3)cccc2C1=O
 : -3	i
> Cc1ccc(NC(=O)Cc2ccccc2)cc1S(=O)(=O)N1CCOCC1
 : -1	i
> Cc1cccc(-c2c3c(=O)n(C)c(=O)n(C)c3c3nnc4ccccc4n23)c1
 : -1	i
> CN(C(=O)CSc1nc2ccccc2c(=O)n1-c1ccccc1Cl)C1CCS(=O)(=O)C1 (stereo not drawn)
 : 2	i
> O=C(N[C@@H](Cc1ccccc1)C(=O)N1CCN(S(=O)(=O)c2cccc(F)c2)CC1)c1ccco1
 : -2	i
> Cc1ccc(C(=O)N2CCN(C(=O)C3CCCO3)CC2)cc1 (stereo not drawn)
 : -4	i
> COc1ccc2cc(-c3ccsc3)ncc2c1
 : 3	i
> NC(=O)c1ccc(N=Cc2ccc([N+](=O)[O-])s2)cc1
 : 2	i
> Cc1ccc(S(=O)(=O)N2[C@@H](c3ccc(Br)cc3)C(C(=O)O)=CC[C@H]2c2cccc(C)c2)cc1
 : -12	i
> CCO[C@@H]1c2c(ccc3ccc(=O)oc23)OC(C)(C)[C@H]1O
 : 9	i
> O=C1C=C(c2ccc(C(=O)O)cc2)C[C@@H](c2ccc3c(c2)OCO3)C1
 : 10	i
> CC1(C)C(CC(=O)O)CC1C(=O)O (stereo not drawn)
 : 3	i
> O=S(=O)(NC1CCC(NS(=O)(=O)c2c(F)cccc2F)CC1)c1ccc2c(c1)OCCO2 (stereo not drawn)
 : -8	i
> O=C(COc1ccc(Br)cc1)NNC(=O)c1cc(S(=O)(=O)N2CCOCC2)ccc1Cl
 : 2	i
> C#CCOCCOCCOCCNc1nc(N2CCN(C(=O)Cn3cc(CCO)nn3)CC2)nc(N2CCN(C(=O)Cn3cc(CCCCN)nn3)CC2)n1
 : 2	i
> O=C1CSC(=S)N1N=Cc1ccc2c(c1)OCO2
 : -2	i
> CCOC(=O)c1c(NC(=O)COC(=O)C2CCC2)sc(C(=O)N(C)C)c1C
 : -7	i
> CCOc1ccc(CN(C)C(=O)CNC(=O)c2sc3ccccc3c2Cl)cc1
 : -1	i
> O=C(O)C1(O)C[C@@H](O)C(O)[C@H](O)C1 (stereo partly drawn)
 : 2	i
> CC(=O)Nc1ccc(S(=O)(=O)N[C@@H](C)C(=O)N(C)Cc2cccs2)cc1
 : -2	i
> Cc1noc(C)c1NC(=O)Nc1cccc2c1O[C@H](CN(C)C(=O)Nc1ccc(C(F)(F)F)cc1)[C@@H](C)CN([C@H](C)CO)C2=O
 : 5	i
> COc1cccc(OC)c1C1=CC(=O)C[C@H](c2ccc3c(c2)OCO3)C1
 : 1	i
> C=CC[C@H](CC(=O)N(CCO)Cc1ccccc1)C(=O)N[C@H](C)COC(=O)[C@@H](CC=C)Cc1ccc(F)cc1
 : 3	i
> O=S(=O)(N/N=C1/CC(c2ccccc2)Oc2ccccc21)c1ccccc1 (stereo not drawn)
 : -1	i
> COc1ccccc1CN1Cc2cccc3c2[C@@H](CC1=O)[C@H](O)[C@H](O)C3
 : 3	i
> CN(C(=O)c1ccc(N2CCCCC2)c([N+](=O)[O-])c1)C1CCS(=O)(=O)C1 (stereo not drawn)
 : 3	i
> COc1ccc(S(=O)(=O)Nc2cccc3c2O[C@H](CN(C)Cc2ccccc2)[C@@H](C)CN([C@H](C)CO)C3=O)cc1
 : 7	i

As a working copy, part of the list above:
Below each SMILES – Dyrk1A ADPGlo	KCNK3 inh
> C=CC[C@H](CC(=O)N(CCO)Cc1ccccc1)C(=O)N[C@H](C)COC(=O)[C@@H](CC=C)Cc1ccc(F)cc1
 : 3	i
> O=S(=O)(N/N=C1/CC(c2ccccc2)Oc2ccccc21)c1ccccc1 (stereo not drawn)
 : -1	i
> COc1ccccc1CN1Cc2cccc3c2[C@@H](CC1=O)[C@H](O)[C@H](O)C3
 : 3	i
> CN(C(=O)c1ccc(N2CCCCC2)c([N+](=O)[O-])c1)C1CCS(=O)(=O)C1 (stereo not drawn)
 : 3	i
> COc1ccc(S(=O)(=O)Nc2cccc3c2O[C@H](CN(C)Cc2ccccc2)[C@@H](C)CN([C@H](C)CO)C3=O)cc1
 : 7	i

Source: PubChem BioAssay (several laboratories)
